High-throughput results as filed in PubChem BioAssay.
M. tuberculosis HTS – M. tuberculosis growth inhibition, HTS (AID 449762). actives 0.59% (n = 330,000). one-dose inhibition, % at 25 µM; IC50 in µM for titrated hits. M. tuberculosis H37Rv growth inhibition, 7H9 media; higher % means a stronger effect; in the data active means a potency from the dose series; inconclusive means inhibition above about 70% without an active follow-up result;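 further: bacterial growth assessed after seven days of incubation; strong numbers were not always called active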
Salmonella PhoP GFP – PhoP regulon inhibitors, Salmonella typhi PhoP promoter GFP reporter, confirmatory (AID 1850). inhibition, % at 50 µM, or IC50 in µM where a hit was titrated. Salmonella Typhi PhoP-promoter GFP reporter, fluorescence, 4 h; higher % means a stronger effect. actives 0.33% (n = 310,000); in the data active means a potency from the dose series; inconclusive means inhibition mostly from about 25% at the one dose, without a potency; inactive means the rest, 99 in 100 with inhibition below about 19%;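 further: 0% = induced wells with vehicle and 100% = uninduced wells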
H1N1 NS1A inhibition – H1N1 influenza NS1A inhibitors, functional cell based assay (AID 504329). NS1A functional cell-based assay, percent inhibition; higher % means a stronger effect. actives 0.3% (n = 340,000). inhibition, % at 12.5 µM, or IC50 in µM where a hit was titrated; in the data active means a potency from the dose series; inconclusive means inhibition above about 27% without an active follow-up result; further: strong numbers were not always called active
M. tuberculosis – growth inhibition of non-replicating M. tuberculosis (AID 488890); Mycobacterium tuberculosis non-replicating, growth inhibition; higher % means a stronger effect; inhibition, % at 25 µM, or IC50 in µM where a hit was titrated; actives 0.39% (n = 320,000); in the data active means a potency from the dose series; inconclusive means inhibition mostly from about 82% at the one dose, without a potency; inactive means the rest, 99 in 100 with inhibition below about 76%;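 further: plate controls were DMSO cells for no effect and high antibiotic wells for full effect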
VEEV TC-83 Vero – inhibitors of VEEV TC-83 cytopathic effect, confirmation, Vero cells (AID 588727); one-dose inhibition, % at 20 µM; IC50 in µM for titrated hits; Vero cells, VEEV TC-83 cytopathic effect inhibition; higher % means a stronger effect; actives 0.13% (n = 350,000); in the data active means a potency from the dose series; inconclusive means inhibition mostly from about 14% at the one dose, without a potency; inactive means the rest, 99 in 100 with inhibition below about 12%; further: strong numbers were not always called active
VEEV TC-83 Vero 10K pilot screen – also measured in VEEV TC-83 Vero; calls as there; inhibition, %; measured here: 10K pilot screen inhibition
Active calls of the source: *; i = inactive; ? = inconclusive; · = not tested or not shown.

SMILES | M. tuberculosis HTS | Salmonella PhoP GFP | H1N1 NS1A inhibition | M. tuberculosis | VEEV TC-83 Vero | others
Cc1ccc([C@H]2C(C(=O)O)=C[C@@H](C(C)(C)C)N2S(=O)(=O)c2ccc(C)cc2)cc1 | -2% | · | -8% | 47% | 0.4%
Cc1nc(NCc2cccnc2)c2c3c(sc2n1)CC(C)CC3 (stereo unspecified) | ? | -5% | -18% | 27% | 4.6%
CCC1(c2ccccc2)NC(=S)N(c2ccc(C)cc2)N1 (stereo unspecified) | 22% | 6% | -1% | 21% | 22%
CC(C(=O)N(C)CC(=O)Nc1ccccc1C(F)(F)F)N1C(=O)c2ccccc2C1=O (stereo unspecified) | -14% | · | -11% | 1% | 1.6%
CC(=O)N(C)c1ccc(NC(=O)Nc2cccc3ccccc23)cc1 | -2% | -5% | 20% | 10% | 11%
Cc1cccc(NS(=O)(=O)c2coc(C(N)=O)c2)c1C | 4% | 0% | -2% | -4% | i
C=CCSc1nsc(NC(=O)Nc2cccc(C(C)=O)c2)n1 | 8% | -3% | -4% | ? | ?
CCNc1cc(N2CCNCC2)ccc1[N+](=O)[O-] | 37% | -5% | · | 11% | ·
COCCNc1ncnc2nc[nH]c12 | 7% | 2% | 11% | -11% | 4.8%
NS(=O)(=O)c1cccc(NC(=O)/C=C/c2cccs2)c1 | -9% | 9% | -2% | 14% | 0.7%
Cn1cnc([N+](=O)[O-])c1Sc1n[nH]c(N)n1 | -11% | -5% | 20% | -14% | i
O=C(Cc1ccc(F)cc1)NCc1cccnc1 | 3% | 0% | 12% | 6% | 0.3%
CSc1nnc(CNS(=O)(=O)c2ccc(F)cc2)n1C | 4% | 12% | -8% | -15% | 1.5%
CCOc1ccc(NCC(=O)N/N=C/C=C/c2ccccc2)cc1 | -3% | -4% | 9% | ? | 3.0%
O=c1ccc(-c2nc3cc(Cl)ccc3n2Cc2ccccc2)c[nH]1 | 4% | -7% | -4% | 10% | 4.5%
O=c1[nH]c(Nc2ccccc2)cc2cc(Br)ccc12 | -4% | 2% | -7% | 8% | 0.6% | VEEV TC-83 Vero 10K pilot screen=4.2
COC(=O)[C@@]1(Cc2ccc(OC)cc2)[C@H]2c3cc(C(=O)N(C)C)n(CCSCCO)c3C[C@H]2CN1C(=O)c1ccccc1 | -7% | 1% | 9% | 14% | i
CC(=O)N(C)c1ccc(NC(=O)C(c2ccccc2)c2ccccc2)cc1 | -7% | 0% | -1% | 31% | 5.7%
CN(CCCNC(=O)C1CCCN(S(=O)(=O)c2cnc[nH]2)C1)c1ccccc1 (stereo unspecified) | -3% | -1% | -5% | · | i
CCOC(=O)c1[nH]c(C)c(C(=O)c2ccc(C)cc2)c1C | 1% | -2% | 8% | 15% | i
Cc1nc(CCNC(=O)Cc2ccc(F)cc2)cs1 | -5% | -9% | -6% | -17% | 2.4%
CCOC(=O)C1CCN(C(=O)CCS(=O)(=O)Cc2ccccc2)CC1 | -8% | 8% | 14% | 9% | 1.2%
CC1CCc2onc(C(=O)NCc3ccco3)c2C1 (stereo unspecified) | 5% | -1% | 0% | 46% | i
CN(C(=O)c1coc(=O)c2ccccc12)c1ccc(F)cc1 | -3% | 0% | -3% | -2% | i
COc1ccc(C(=O)Nc2ccc3c(c2)OCCO3)cc1Br | 7% | -4% | 2% | 15% | 1.5%

The list goes on (3 carried over from the part before).
SMILES | M. tuberculosis HTS | Salmonella PhoP GFP | H1N1 NS1A inhibition | M. tuberculosis | VEEV TC-83 Vero | others
CC1CCc2onc(C(=O)NCc3ccco3)c2C1 (stereo unspecified) | 5% | -1% | 0% | 46% | i
CN(C(=O)c1coc(=O)c2ccccc12)c1ccc(F)cc1 | -3% | 0% | -3% | -2% | i
COc1ccc(C(=O)Nc2ccc3c(c2)OCCO3)cc1Br | 7% | -4% | 2% | 15% | 1.5%
Cc1ccc(-n2nc3c(c2NC(=O)c2ccco2)CS(=O)(=O)C3)cc1C | -8% | -1% | -9% | -6% | 3.2%
COc1ccc(C)cc1Nc1c2c(nc3ccccc13)CCC2 | 9% | 2% | -5% | 13% | 1.2%
CCOC(=O)c1ccc(NC(=O)CC2C(=O)N(c3ccccc3)C(=O)N2CCCOC)cc1 (stereo unspecified) | 1% | -20% | 1% | 11% | 0.1%
O=C(C1CCC1)N1CCN(Cc2ccccc2)CC1 | -7% | -7% | 4% | -10% | i
Nc1nonc1-n1nnc(C(=O)N/N=C/c2cccs2)c1-c1ccc2c(c1)OCO2 | -1% | -10% | 5% | -7% | 0.8%
Cc1cc(C)c(Cn2c(=O)n(CCCC(=O)NCc3ccco3)c(=O)c3ccccc32)c(C)c1 | -7% | -1% | 1% | 1% | i
Cc1ccc(NC(=O)CCN2C(=O)C3C4CCC(C4)C3C2=O)cc1Cl (stereo unspecified) | ? | -4% | -8% | 17% | i
Cn1c(O)c(N=Nc2nc(-c3ccccc3)cs2)c2ccccc21 | 0% | -27% | 12% | 2% | 1.0%
Cc1ccc(-n2cc(CN3CCN(C(=O)c4ncn[nH]4)CC3)c(-c3ccc(F)cc3)n2)cc1 | 67% | 10% | -3% | 26% | 3.7%
O=C(NCc1cccc(F)c1)C1CCC(=O)N(CC2CCCCC2)C1 (stereo unspecified) | 7% | -8% | 16% | 5% | 2.6%
COc1ccc(CNC(=O)COC(=O)CCc2nc3ccccc3c(=O)[nH]2)cc1 | -2% | 3% | 2% | -12% | 0.7%
COc1ccc(NC(=O)C2CCC(=O)N2S(=O)(=O)c2ccc(C)cc2)c(OC)c1 (stereo unspecified) | 8% | -1% | 3% | 7% | 1.0%
O=C(CCc1ccccc1)NNC(=O)Nc1ccccc1 | -3% | 0% | -9% | -9% | 0.7%
C(=C\c1cc(/C=C/c2ccccc2)ncn1)/c1ccccc1 | -10% | -15% | 5% | 4% | 11%
CC(C)OC1(c2ccccc2)OC(=O)c2ccccc21 (stereo unspecified) | -1% | -1% | -14% | 4% | i
Cc1ccc(C)n1NC(=O)c1ccco1 | -2% | -5% | -21% | 7% | i
O=C(CC(=O)N/N=C/c1ccc(Cl)cc1Cl)NCc1ccccc1 | 3% | -14% | -7% | 0% | 2.6%
COc1ccccc1N1CCN(CC(O)COc2ccc3c(C)cc(=O)oc3c2)CC1 (stereo unspecified) | 5% | 7% | -12% | 13% | 0.6%
OCCNc1nc2ccc(Cl)cc2[nH]1 | -1% | -10% | 0% | 2% | 1.2%
Cc1ccc2c(C)[nH]c(=O)cc2c1 | -3% | -8% | -24% | 3% | i
Cc1ccc(C(C)C)cc2c(C)ccc1-2 | · | · | 5% | · | 2.2%
COc1cc(N/N=C(\C)c2ccc(O)c(C)c2)nc(-c2ccccc2)n1 | 40% | 2% | -1% | 7% | 32%
Clc1ccc(C[n+]2cc(-c3ccc(Cl)cc3)n3c2CCC3)cc1 | -5% | 52µM* | -12% | 48% | i
Cc1cccc(N2CCN(C(=O)C(Cc3ccccc3)n3cccc3)CC2)c1C (stereo unspecified) | 9% | 4% | 9% | 14% | 4.6%
COc1cccc(OC)c1C(=O)Nc1ccc(C(=O)NCc2ccccc2)cc1 | 1% | 7% | -9% | -5% | 0.7%

Next records.
SMILES | M. tuberculosis HTS | Salmonella PhoP GFP | H1N1 NS1A inhibition | M. tuberculosis | VEEV TC-83 Vero | others
CCOc1ccc(C2C(C(=O)c3ccc(C)o3)=C(O)C(=O)N2c2cc(C)on2)cc1OC (stereo unspecified) | 7% | 1% | 2% | 13% | i
Cc1nc(-c2ccccc2)sc1C(=O)Nc1ccc(S(N)(=O)=O)cc1 | 3% | -5% | -26% | -6% | 1.4%
COc1ccc(NC(=O)OC(C)C)cc1 | -11% | -8% | 3% | -25% | 1.2%
CCc1nc2ccccc2c(C(=O)OCC(=O)Nc2cccc(S(=O)(=O)NC3=NCCCCC3)c2)c1C | ? | 13% | 4% | 18% | 1.9%
CN(CC(=O)NCc1ccc(F)cc1)Cc1cccc(Cl)c1 | 10% | 0% | 9% | 20% | i
COCC(=O)Nc1cc([N+](=O)[O-])ccc1C | -2% | 3% | -22% | 5% | i
COc1ccc(S(=O)(=O)N2CCN(C(=O)NCc3ccccc3)CC2)cc1 | 0% | -5% | -1% | 15% | 1.6%
COc1ccc(NC(=O)COC(=O)CCOc2ccccc2C)cc1Cl | 60% | 4% | -1% | 51% | 2.2%
COc1c(N2CCN[C@H](C)C2)c(F)cc2c(=O)c(C(=O)O)cn(C3CC3)c12 | ? | <0.23µM* | · | ? | ·
CCOC(=O)/C(C#N)=C/c1ccc(OC(=O)c2ccccn2)cc1 | -10% | -3% | 27% | 0% | 1.0%
CCOc1ccc(CNc2ccc3c(c2)ncn3C)cc1 | 4% | -6% | 1% | 6% | 0.6%
Cn1cc([N+](=O)[O-])c(C(=O)Nc2ccc3c(c2)OCCO3)n1 | 5% | 3% | 9% | 4% | 5.3%
Cc1n[nH]c(C)c1CCCCOc1ccccc1[N+](=O)[O-] | 2% | -5% | -3% | 24% | 0.3%
COc1cc2c(C(=O)N3CCN(C4CCCCC4)CC3)cn(CC(C)C)c(=O)c2cc1OC | 2% | 3% | · | 16% | ·
O=C(NCc1ccccc1)C(c1ccc(O)cc1)N(C(=O)Cn1nnc(-c2cccs2)n1)c1ccc2c(c1)OCCO2 (stereo unspecified) | -5% | -10% | -3% | 28% | 0.1%
O=C(COc1ccccc1)NCC(c1ccco1)N1CCN(c2ccccc2)CC1 (stereo unspecified) | 19% | 9% | 7% | 29% | 4.7%
COc1ccc(C(=O)Cn2c(Br)nc3c2c(=O)n(C)c(=O)n3C)cc1OC | -7% | -6% | 6% | -4% | i

Structural class: the entries above with an NH in an aromatic ring
SMILES | M. tuberculosis HTS | Salmonella PhoP GFP | H1N1 NS1A inhibition | M. tuberculosis | VEEV TC-83 Vero | others
COCCNc1ncnc2nc[nH]c12 | 7% | 2% | 11% | -11% | 4.8%
Cn1cnc([N+](=O)[O-])c1Sc1n[nH]c(N)n1 | -11% | -5% | 20% | -14% | i
O=c1ccc(-c2nc3cc(Cl)ccc3n2Cc2ccccc2)c[nH]1 | 4% | -7% | -4% | 10% | 4.5%
O=c1[nH]c(Nc2ccccc2)cc2cc(Br)ccc12 | -4% | 2% | -7% | 8% | 0.6% | VEEV TC-83 Vero 10K pilot screen=4.2
CN(CCCNC(=O)C1CCCN(S(=O)(=O)c2cnc[nH]2)C1)c1ccccc1 (stereo unspecified) | -3% | -1% | -5% | · | i
CCOC(=O)c1[nH]c(C)c(C(=O)c2ccc(C)cc2)c1C | 1% | -2% | 8% | 15% | i
Cc1ccc(-n2cc(CN3CCN(C(=O)c4ncn[nH]4)CC3)c(-c3ccc(F)cc3)n2)cc1 | 67% | 10% | -3% | 26% | 3.7%
COc1ccc(CNC(=O)COC(=O)CCc2nc3ccccc3c(=O)[nH]2)cc1 | -2% | 3% | 2% | -12% | 0.7%
OCCNc1nc2ccc(Cl)cc2[nH]1 | -1% | -10% | 0% | 2% | 1.2%
Cc1ccc2c(C)[nH]c(=O)cc2c1 | -3% | -8% | -24% | 3% | i
Cc1n[nH]c(C)c1CCCCOc1ccccc1[N+](=O)[O-] | 2% | -5% | -3% | 24% | 0.3%
